DAT uptake mod: human DAT dopamine uptake with cocaine, either direction; Q01959; LLC-PK1 hDAT cells, [14C]-dopamine uptake with cocaine IC80; actives deviate in either direction; B-score at 10 µM; 110,000 tested, 1.3% active; AID 449768;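 active means Z score or B-score, a plate-position-corrected score, falls beyond the plate's 99.7% confidence bounds, in either direction; inactive means both scores lie inside the 99.7% bounds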;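 further: scored against the spread of the other compound wells on the same plate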
Target sequence (Q01959 whole entry, looked up): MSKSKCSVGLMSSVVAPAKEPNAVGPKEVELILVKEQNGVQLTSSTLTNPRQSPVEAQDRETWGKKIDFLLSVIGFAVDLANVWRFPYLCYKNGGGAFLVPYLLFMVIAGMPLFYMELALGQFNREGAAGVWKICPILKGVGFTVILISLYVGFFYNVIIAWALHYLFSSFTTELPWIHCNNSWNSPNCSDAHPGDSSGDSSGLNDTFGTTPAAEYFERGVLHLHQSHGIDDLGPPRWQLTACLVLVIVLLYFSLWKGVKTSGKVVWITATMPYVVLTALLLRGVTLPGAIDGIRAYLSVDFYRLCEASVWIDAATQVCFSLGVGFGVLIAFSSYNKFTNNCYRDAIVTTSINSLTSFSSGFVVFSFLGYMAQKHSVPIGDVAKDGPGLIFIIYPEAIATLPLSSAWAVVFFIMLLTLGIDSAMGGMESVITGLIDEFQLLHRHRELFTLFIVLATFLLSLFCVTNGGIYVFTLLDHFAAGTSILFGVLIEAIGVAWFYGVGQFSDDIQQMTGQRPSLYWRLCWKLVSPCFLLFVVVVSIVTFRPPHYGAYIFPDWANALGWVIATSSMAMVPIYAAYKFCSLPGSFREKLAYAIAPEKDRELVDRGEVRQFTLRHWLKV
* marks the source's active call; other numbers are inactive results.

Molecule	DAT uptake mod
COc1ccc(C2COc3cc(O)ccc3C2)c(OC)c1O (stereo not drawn)	0.648
CCCCN1C(=O)NC(c2cccc([N+](=O)[O-])c2)C(C(=O)OCC)=C1C (stereo not drawn)	-0.468
Cc1cccc(CN2C[C@]34CC[C@@H](C[C@@H]3S2(=O)=O)O4)c1	-0.0536
CC(C)C[C@H](NC(=O)c1nc[nH]c1C(=O)N(C)Cc1ccccc1)C(=O)OC(C)(C)C	-0.567
CC1=C(C(=O)OCC(Br)(Br)Br)C(c2ccc(Br)cc2)NC(=O)N1CCCC(=O)O (stereo not drawn)	0.843
COc1ccc(-c2ccc(C)cc2)cc1[C@H]1[C@@H]2C=CCC[C@@]2(C)C(=O)N1Cc1ccccc1	0.171
Cc1ccc(COCCN2CCN(S(=O)(=O)c3ccccc3)CCC2=O)cc1	-0.585
CC(C)CCNC(=O)C1CC(c2ccccc2C(F)(F)F)=NO1 (stereo not drawn)	0.445
CC1CCN(C(=O)c2ccc(CSc3nc4ccncc4n3Cc3ccc(F)cc3)cc2)CC1	3.51*
COc1ccc(-c2cc(-c3ccccc3)nc3ncnn23)cc1	-0.198
Nc1ccc(CCNc2ncnc3c2ncn3[C@@H]2O[C@H](CO)[C@@H](O)[C@H]2O)cc1	-0.078
COc1cc([C@@H]2c3cc4c(cc3[C@@H](O)[C@H]3COC(=O)[C@H]23)OCO4)cc(OC)c1O[Si](C)(C)C(C)(C)C	-0.292
C[C@@H]1C[C@@H]2OC(=O)[C@]3(C)[C@H]2[C@@H](OC3(C)O)[C@]2(C)C(=O)C=C[C@H]12 (stereo partly drawn)	-0.885
CC(C)C[C@@H](CSc1ccc(Br)cc1)N1CCN(CCc2ccccc2)CCC1=O	0.167
C#CCNC(=O)C1=C[C@@H](c2ccc(Br)cc2)[C@H](CCCO)[C@@H](OCC)O1	-0.327

Random excerpt: 4 entries already listed, in no set order.
Molecule	DAT uptake mod
Cc1cccc(CN2C[C@]34CC[C@@H](C[C@@H]3S2(=O)=O)O4)c1	-0.0536
Cc1ccc(COCCN2CCN(S(=O)(=O)c3ccccc3)CCC2=O)cc1	-0.585
CC(C)C[C@H](NC(=O)c1nc[nH]c1C(=O)N(C)Cc1ccccc1)C(=O)OC(C)(C)C	-0.567
C[C@@H]1C[C@@H]2OC(=O)[C@]3(C)[C@H]2[C@@H](OC3(C)O)[C@]2(C)C(=O)C=C[C@H]12 (stereo partly drawn)	-0.885

(listing goes on)
Molecule	DAT uptake mod
Cc1cccc(NC(=O)CSc2nc(N)c(NC(=O)c3cccs3)c(=O)[nH]2)c1C	-0.306
CC(/C=C/C1(O)C(C)CC(=O)CC1(C)C)OC1OC(CO)C(O)C(O)C1O (stereo not drawn)	-0.858
CCCCC1=CC2=CC(=O)C(C)(OC(=O)CC)C(=O)C2=CN1c1cccc(C#N)c1 (stereo not drawn)	-0.115
Nc1ncnc2c1ncn2[C@H]1C[C@H](O)[C@@H](CO)O1	-0.35
COC(=O)C1=C(CCc2ccccc2)NC(=O)NC1c1ccc([N+](=O)[O-])cc1 (stereo not drawn)	1.85
C#CCNC(=O)C1=C[C@@H](c2csc3ccccc23)C[C@@H](OCc2ccc(CO)cc2)O1	0.556
C#CCNC(=O)C1=C[C@@H](C2CC2)C[C@@H](OCc2ccc(CO)cc2)O1	-1.45
COc1cc([C@H]2c3[nH]c4ccccc4c3C[C@H]3C(=O)N4[C@@H](c5cc(OC)c(OC)c(OC)c5)c5[nH]c6ccccc6c5C[C@H]4C(=O)N23)cc(OC)c1OC	-0.628
CCN1CCN(c2ncnc3c2cnn3-c2ccc(Cl)cc2)CC1	0.704
C#CCOCCOCCOCCNc1nc(N2CCN(C(=O)[C@H](CCCCN)n3cc([C@@H](N)CC(C)C)nn3)CC2)nc(N2CCN(C(=O)[C@H](CCCCN)n3cc([C@@H](N)CC(C)C)nn3)CC2)n1	-1.45
COc1ccc([C@H]2/C=C\CN(C(=O)C3CC3)[C@@H](C)C(=O)N2Cc2ccc(F)cc2)cc1	0.439
O=C(C1=C[C@H](c2ccc3c(c2)OCO3)C[C@H](OCc2ccc(CO)cc2)O1)N1CCOCC1	-0.369
COC(=O)[C@@H]1C[C@@H]2CC[C@@H](O)C[C@@H]2N1Cc1ccc(C(F)(F)F)cc1	-0.473
COCCNC(=O)c1cc(-c2ccccc2)nn1CC1CC(c2cccnc2)=NO1 (stereo not drawn)	1.35
O=C(O)c1ccc(-c2noc(-c3cccc(F)c3)n2)cc1	2.09

Molecule	DAT uptake mod
C#CCOCCOCCOCCNc1nc(N2CCN(C(=O)[C@H]([C@@H](C)CC)n3cc(CCCCN)nn3)CC2)nc(N2CCN(C(=O)[C@H](C)n3cc(CCC(=O)O)nn3)CC2)n1	0.0273
C#CCOCCOCCOCCNc1nc(N2CCN(C(=O)Cn3cc(CCCCN)nn3)CC2)nc(N2CCN(C(=O)Cn3cc(CCCCN)nn3)CC2)n1	0.0826
CC(C)=CCOc1ccc2ccc(=O)oc2c1	-0.114
CN(C)CCCN1c2ccc([N+](=O)[O-])cc2CCc2cc([N+](=O)[O-])ccc21	-0.348
NC(=O)CC(NC(=O)c1cccc(Br)c1)c1ccc(NCCN2CCOCC2)c([N+](=O)[O-])c1 (stereo not drawn)	1.12
Cc1ccc(-c2cc(=O)c3cc(C)ccc3[nH]2)cc1	-0.548
CCOC(=O)c1ccc(NC(=O)c2nc[nH]c2C(=O)N2CCC(C)CC2)cc1	0.27
CN(C)CCc1c[nH]c2ccc(C[C@H]3COC(=O)N3)cc12	-0.265
CC1(OC(=O)CCc2ccccc2)C(=O)C=C2C=C3CCCN3C=C2C1=O (stereo not drawn)	-1.13
COC(=O)c1ccc(C23CC4(C2)[C@H](CN(Cc2ccc(C(F)(F)F)cc2)[C@@H]4c2ccccc2)C3c2ccc(C(F)(F)F)cc2)cc1 (stereo partly drawn)	0.753
CC(C)(C)OC(=O)NCCCCc1cn(CC(=O)N2CCN(C(=O)OC(C)(C)C)CC2)nn1	-0.267
COc1ccc(CN2[C@@H](CC(C)=O)c3ccc(/C=C/C(C)=O)cc3S2(=O)=O)cc1	0.316
Cc1csc(N2CCCC2c2nc3cc(C(F)(F)F)ccc3n2CCOCCO)n1 (stereo not drawn)	-0.523
COc1ccc(-c2nc(SCC(=O)Nc3nccs3)c(-c3ccc(Cl)cc3)[nH]2)cc1	1.17
O=C(/C=C/c1cccs1)N1CCC2(CC1)Oc1ccc(Cl)cc1C(=O)C21CC(c2ccccc2)=NO1 (stereo not drawn)	0.0119

Molecule	DAT uptake mod
CCCN1CCC(=O)N([C@H](CSc2ccc(C)cc2)Cc2ccccc2)CC1	0.254
Cc1ccc(S(=O)(=O)N2CCC(=O)N(CCO)CC2)cc1	-1.68
CC(C)NC(=O)c1c(CSc2ccccc2)noc1C(=O)NCc1ccccc1	2.77*
COC(=O)[C@H]1C[C@@H]1[C@H](NC(=O)OCc1ccccc1)c1ccccc1	-0.0473
COc1cc(CCCN2C(N)=NC[C@H]2Cc2ccc(O)cc2)cc(OC)c1OC	0.194
Cc1ccccc1OCCNc1cc(N2CC(C)NC(C)C2)ccc1[N+](=O)[O-] (stereo not drawn)	-1.74
C/C=C\C=C\C(=O)N1CC2(CC(c3cccc(NC(=O)/C(C)=C\C)c3)=NO2)C[C@H]1C(N)=O (stereo partly drawn)	-0.664
CN1CCN(C(=O)C2=C[C@@H](c3csc4ccccc34)C[C@@H](OCc3ccc(CO)cc3)O2)CC1	0.388
O=C(c1ccc(C(F)(F)F)cc1)N1CCC(=O)N(C(COCc2ccc(C(F)(F)F)cc2)Cc2ccccc2)CC1 (stereo not drawn)	0.828
CCCNC(=O)C1CC(c2ccccc2[N+](=O)[O-])=NO1 (stereo not drawn)	-0.767
CN(C)[C@@H]1C(=O)C(C(=O)NCN2CCCC2)=C(O)[C@@]2(O)C(=O)C3=C(O)c4c(O)cccc4[C@@](C)(O)C3CC12 (stereo partly drawn)	-0.768
CCN1C(=O)N[C@@H](c2ccc(Br)cc2)C(C(=O)OC)=C1C	-0.0165
CCC(=O)NS(=O)(=O)c1ccc(-c2c(-c3ccccc3)noc2C)cc1	-0.11
CC(C)(C)OC(=O)NCc1ccc(NC(=O)c2nc[nH]c2C(=O)N[C@@H](Cc2ccccc2)C(=O)OCc2ccccc2)cc1	0.556
c1ccc2[nH]c(CSc3nccs3)nc2c1	1.11

A second format for some results above:
CC1(OC(=O)CCc2ccccc2)C(=O)C=C2C=C3CCCN3C=C2C1=O (stereo not drawn)
  DAT uptake mod: -1.13
COC(=O)c1ccc(C23CC4(C2)[C@H](CN(Cc2ccc(C(F)(F)F)cc2)[C@@H]4c2ccccc2)C3c2ccc(C(F)(F)F)cc2)cc1 (stereo partly drawn)
  DAT uptake mod: 0.753

(more compounds)
Molecule	DAT uptake mod
COc1ccc2c(c1)c(=O)oc1cc(O)ccc12	0.849
NC(=O)C1=C[C@H](c2ccccc2)C[C@H](OCc2ccc(CO)cc2)O1	-0.96
CC1(C)S[C@@H]2[C@H](NC(=O)COc3ccccc3)C(=O)N2C1C(=O)OCC1CCCCC1 (stereo partly drawn)	0.572
Cc1nc(C(=O)NC2CCCCC2)sc1C1(C)CC(c2cccnc2)=NO1 (stereo not drawn)	0.357
O=C(NCC1CC1)c1cc(-c2ccccc2)nn1CC1CC(c2cccnc2)=NO1 (stereo not drawn)	0.328
C[C@@H]1CC=C[C@H]2[C@H]1C(=O)N(Cc1ccccc1)[C@H]2c1ccc2ccccc2c1/C=C/c1ccccc1	-0.26
COc1cc(C2OCC3C(c4cc(OC)c(OC)c(OC)c4)OCC23)cc(OC)c1OC (stereo not drawn)	0.769
C=CCN1CCc2c(cc(O)c(O)c2Br)[C@@H](c2ccccc2)C1	1.26
O=C(NCc1nc2ccccc2[nH]1)C1=C[C@@H](c2ccccc2)C[C@@H](OCc2ccc(CO)cc2)O1	1.82
CC(=O)n1cc([C@H]2C=C(C(=O)N3CCN(Cc4ccccc4)CC3)O[C@@H](OCc3ccc(CO)cc3)C2)c2ccccc21	-0.0942
COc1ccc(C(=O)O)c(O)c1	-1.09
O=[N+]([O-])c1cccc(CN2[C@@H](Cc3ccccc3)COCCS2(=O)=O)c1	-0.316
O=C(O)C[C@H]1c2cc(C(F)(F)F)ccc2S(=O)(=O)N1C1CCCC1	-0.749
C=CCOC(=O)C1=C[C@@H](c2ccc(Br)cc2)[C@H](CCCO)[C@@H](OCC)O1	0.669
O=C(CCC1CCCCC1)NCCN1C2=NC[C@H](Cc3ccccc3)N2C[C@H]1Cc1ccc(O)cc1	-0.276

DAT uptake mod: entries above that show a hit
Molecule	DAT uptake mod
CC1CCN(C(=O)c2ccc(CSc3nc4ccncc4n3Cc3ccc(F)cc3)cc2)CC1	3.51*
CC(C)NC(=O)c1c(CSc2ccccc2)noc1C(=O)NCc1ccccc1	2.77*

Other records
Molecule	DAT uptake mod
NC(=O)NCC1CC1	0.0459
FC(F)(F)c1ccc(CN2C[C@@H]3C(c4ccc(C(F)(F)F)cc4)C4(c5cccnc5)CC3(C4)[C@H]2c2ccccc2)cc1 (stereo partly drawn)	-1.56
NCCCC[C@H]1CNC(=O)C(=O)N1CCc1cccc2ccccc12	-0.465
O=C(Nc1ccc(S(=O)(=O)N2CCOCC2)cc1)c1ccc(Cl)cc1	-0.595
C=C1CCN([C@H](C(=O)NCc2ccc(Cl)cc2)C(C)C)S(=O)(=O)c2ccccc21	0.0284
COc1cc(C(CC(=O)N2CCCC2)c2c(OC)cc(OC)c3ccc(=O)oc23)cc(OC)c1OC (stereo not drawn)	0.927
C=C(C)C(=O)N1CC2(CC(c3cccc(NC(=O)CC(c4ccccc4)c4ccccc4)c3)=NO2)C[C@H]1C(N)=O (stereo partly drawn)	0.255
CCO[C@H]1OC(C(=O)O)=C[C@@H](C(C)(C)C)[C@@H]1CCCO	0.13
CC(C)[C@H](CN(N=O)[C@@H](Cc1ccccc1)CN(C)N=O)N(CCc1ccccc1)N=O	-0.291
CCCc1nc(SCC(=O)Nc2nnc(SCC)s2)c2c(=O)n(C)c(=O)n(C)c2n1	-0.235
CCO[C@H]1OC(C(=O)N2CCOCC2)=C[C@@H](c2cn(C(C)=O)c3ccccc23)[C@@H]1CCCO	-0.321
CC(C)=CCc1c(O)cc2oc3c(CC=C(C)C)c(O)c(O)c(CC=C(C)C)c3c(=O)c2c1O	0.966
Cc1ccc(S(=O)(=O)N2CCC(=O)N(CCOCc3ccc(C(F)(F)F)cc3)CC2)cc1	-0.777
C=C1CCN(C(CC(C)C)C(=O)OC)S(=O)(=O)c2ccccc21 (stereo not drawn)	-0.752
COc1cc(NC(=O)N2CCNC2=O)cc(C(=O)Nc2cccc(C(F)(F)F)c2)c1	0.0629

Molecule	DAT uptake mod
C#CCOCCOCCOCCNc1nc(N2CCN(C(=O)[C@H]([C@@H](C)CC)n3cc([C@@H](N)CO)nn3)CC2)nc(N2CCN(C(=O)[C@H](Cc3ccc(O)cc3)n3cc([C@@H](N)CC(C)C)nn3)CC2)n1	0.46
Cc1cc(O)c2c(c1)C(=O)c1cc(O)cc(O)c1C2=O	-0.23
COc1ccc(/C=C/C(=O)c2ccccc2O)cc1	0.322
CC(C)C[C@H](NC(=O)c1[nH]cnc1C(=O)Nc1ccccc1)C(=O)OC(C)(C)C	1.95
COC(=O)c1c(C)cc(O)c(C=O)c1O	2.46
C[C@@H]1NC(=O)c2cc([N+](=O)[O-])cc(I)c2OCC[C@@H](C(=O)NC(CC(=O)O)C(N)=O)NC(=O)[C@H](CCC(=O)O)NC1=O (stereo partly drawn)	-0.133
CC(C)C[C@@H]1NC(=O)[C@H](C(C)C)NC(=O)c2cc([N+](=O)[O-])cc(I)c2OCC[C@@H](C(N)=O)NC1=O	-0.00103

The list is partial; count on the stated rates, not on these rows.
